SR-BI uptake up: enhances SR-BI lipid uptake from DiI-HDL. CHO ldlA[mSR-BI] cells, DiI-HDL uptake fluorescence, 3 h; 100 = double the neutral-control signal. activation, % at 12.5 µM. 320,000 compounds, 0.096% hits. AID 504775;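 active means mean replicate activation of at least 60% and every replicate at or above 60%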;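 further: 0% = median plate neutral-control signal and 100% = twice that signal; values of inactives mirror those of a sister screen read the other way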
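Material: SR-BI-overexpressing, LDLR-lacking CHO cells | Dosing: Single compound concentration, delivered by pin transfer | Probe or stimulus: Labelled HDL, 10 µg/mL | Signal: Bottom-read cell fluorescence after medium removal, ex 550/em 595 nm | Schedule: 3 h, 37 °C | Evaluation: HDL uptake via cellular fluorescence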
MITF act: activators of MITF-driven TRPM1 promoter activity in SK-MEL-5 cells; SK-MEL-5 TRPM1-promoter luciferase, 24 h; % of positive control, neutral wells = 0; 300,000 compounds, 0.75% hits; activation, % at 12.5 µM; AID 588334;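 active means mean activation of at least 80% with every replicate also reaching 80%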;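 further: 0% = neutral control wells and 100% = parthenolide positive control wells; values of inactives mirror those of a sister screen read the other way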
E coli growth: counter-screen for AddAB inhibitors: E. coli growth inhibition; E. coli V3065 growth, OD600 absorbance, 18 h; 330,000 compounds, 0.27% hits; inhibition, % at 11.9 µM; AID 449728;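 active means inhibition above the campaign's mean inhibition across all tested compounds plus 3 SD, cut at about 9.9% in these data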;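 further: uninfected addAB+ strain grown without phage in ampicillin broth; 0% = DMSO wells and 100% = ciprofloxacin 0.95 µg/ml wells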
Wnt bcat act: Wnt/beta-catenin pathway activation | activation, % at 9.35 µM | Wnt/beta-catenin reporter cell assay, activator, plate reader | 300,000 compounds, 1.2% hits; in the data active means activation above about 30%, passing the limit was not always enough;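 further: 0% = neutral control wells and 100% = positive control wells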
CAL PDZ FP-1: blocks peptide binding to the human CAL PDZ domain; 300,000 compounds, 0.92% hits; AID 602252; inhibition, % at 24.9 µM; Q9HD26; purified CAL PDZ, TMR-peptide fluorescence polarization, 1 h;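 active means mean inhibition of at least 30% with at least half of replicates also reaching 30%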;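 further: 0% = DMSO neutral control and 100% = excess unlabeled competitor peptide PRC23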
CAL PDZ FP-2: human CAL PDZ-peptide interaction inhibition; inhibition, % at 20 µM; Q9HD26; purified CAL PDZ, TMR-peptide fluorescence polarization, 1 h; 330,000 compounds, 0.02% hits; AID 504414;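 active means highest replicate inhibition of at least 40%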;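 further: plate controls were DMSO neutral control wells for no effect and unlabeled competitor peptide control wells for full effect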
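Read-out basis: mP drop reported as inhibition | Assay system: Tagged CAL PDZ protein CerCALP, purified | Benchmarks: Unlabelled peptide for full inhibition, DMSO wells as neutral | Schedule: 1 h incubation at room temperature before polarization reading | Buffer or medium: Sodium phosphate/NaCl buffer pH 7.4 with TCEP, IgG, Thesit | Doses: Single point, 20 µM | Measured by: Fluorescence polarization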
SR-BI DiI inh: mouse SR-BI HDL lipid transfer inhibition; inhibition, % at 12.5 µM; 320,000 compounds, 0.96% hits; Q61009; ldlA[mSR-BI] CHO cells, DiI-HDL uptake fluorescence, 3 h;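 active means mean replicate inhibition of at least 70% and a set share of replicates each scoring 70 or more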;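 further: 0% = median of neutral control wells and 100% = median of positive control wells; values of inactives mirror those of a sister screen read the other way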
Target sequence (Q61009 whole entry, looked up): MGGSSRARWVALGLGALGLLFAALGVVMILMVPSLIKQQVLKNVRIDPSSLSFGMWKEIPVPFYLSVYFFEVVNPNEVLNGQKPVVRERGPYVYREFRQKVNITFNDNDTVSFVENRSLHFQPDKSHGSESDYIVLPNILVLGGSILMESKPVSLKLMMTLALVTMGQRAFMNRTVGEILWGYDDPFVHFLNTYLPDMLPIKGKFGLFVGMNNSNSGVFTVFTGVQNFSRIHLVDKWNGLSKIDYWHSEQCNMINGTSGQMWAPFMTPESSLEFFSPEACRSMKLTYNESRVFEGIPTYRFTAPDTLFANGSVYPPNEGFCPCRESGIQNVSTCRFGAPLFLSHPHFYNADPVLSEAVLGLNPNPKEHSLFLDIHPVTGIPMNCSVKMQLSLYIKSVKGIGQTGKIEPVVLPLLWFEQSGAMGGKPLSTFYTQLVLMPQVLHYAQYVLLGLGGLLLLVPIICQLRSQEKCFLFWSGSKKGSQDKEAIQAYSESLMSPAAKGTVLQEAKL
AddAB inh: less growth of phage-infected E. coli with AddAB; AID 435030; E. coli expressing H. pylori AddAB, absorbance growth; 330,000 compounds, 0.29% hits; inhibition, % at 11.9 µM; in the data active means inhibition above about 12%;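 further: 0% = vehicle wells of infected cells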
Tat transport: blocks Tat-dependent protein export in E. coli | E. coli MC4100 TorA-mCherry Tat export, fluorescence | inhibition, % at 10 µM | 340,000 compounds, 0.036% hits | AID 488895;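 active means mean replicate inhibition at least 50% and at least half of replicates individually reaching 50%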;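 further: exported cargo escapes ClpAP degradation while cytoplasmic cargo is degraded and loses fluorescence; 0% = median of neutral control wells and 100% = median of NaSCN control wells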
phage Ecoli inh: E. coli growth loss with phage present; 360,000 compounds, 0.26% hits; inhibition, % at 11.9 µM; growth absorbance; in the data active means inhibition above about 11%
* hit, by the source's call; nt = no result given.

Structure	SR-BI uptake up	MITF act	E coli growth	Wnt bcat act	CAL PDZ FP-1	CAL PDZ FP-2	SR-BI DiI inh	AddAB inh	Tat transport	phage Ecoli inh
O=C1C(=O)N(Cc2cccnc2)C(c2ccccn2)/C1=C(/O)c1ccc(Br)cc1 (centres undefined)	20	0	-2.0	11	-3	-0.5	-20	-0.3	13	0.6
Nc1ccc(C(=O)OCC(=O)Nc2cccc(S(=O)(=O)NC3=NCCCCC3)c2)cc1[N+](=O)[O-]	-13	-9	-1.1	-3	5	-1.2	13	-1.1	-8	1.8
CCC(C(=O)NC1CCCC1)N(Cc1ccccc1Cl)C(=O)c1snc(C(N)=O)c1N (centres undefined)	nt	4	-0.3	0	-4	-2.2	nt	0.3	2	0.4
CCOC(=O)c1c(-c2ccc(OC)cc2)csc1NC(=O)CSc1nnc(C)c(=O)[nH]1	2	7	-0.7	1	-1	0.1	-2	0.5	9	2.3
O=C(c1cc(S(=O)(=O)N2CCOCC2)c(Cl)cc1Cl)N1CCCCC1	26	9	1.9	-3	0	-0.6	-26	1.2	-12	1.1
O=S(=O)(Nc1ncccn1)c1ccc(NC(=S)Nc2ccccc2Cl)cc1	nt	-1	3.4	0	-1	0.3	nt	6.9	-10	11*
COC(=O)[C@H](Cc1ccccc1)NC(=O)Nc1ccc(OC)cc1	-3	nt	0.3	1	-3	-0.1	3	1.8	8	1.0
COc1ccc(CC2(c3ccccc3)NC(=O)NC2=O)cc1 (centres undefined)	4	5	nt	-5	-2	-0.5	-4	nt	-3	4.1
O=C(C1=C[C@H](c2coc3ccccc3c2=O)C[C@H](OCc2ccc(CO)cc2)O1)N1CCN(Cc2ccccc2)CC1	31	2	0.0	nt	-4	-1.2	-31	-0.3	9	nt
COc1ccc(Cn2c(C3CC3)nc3ccc(NC(=O)c4ccco4)cc3c2=O)cc1	-48	76	-0.4	nt	-1	-4.1	48	0.6	-4	1.5
Cc1ccc(CCNS(=O)(=O)c2ccc(C)cc2)cc1	7	3	0.4	0	-6	0.2	-7	-0.3	-5	2.6
COC(=O)c1nn(-c2ccc(Oc3ccccc3)cc2)c(=O)cc1O	-1	-3	-1.9	-1	1	-0.8	1	1.6	-4	5.7
CCCCn1c(N)c(N(CC)C(=O)C(c2ccccc2)c2ccccc2)c(=O)[nH]c1=O	28	1	1.3	-1	1	-5.0	-28	-0.7	-5	2.6
COc1cc2sc(C)nc2cc1C	13	16	-0.7	0	0	-1.0	-13	-0.7	-5	-0.6
CC(c1nnc(SCC(=O)NC(=O)NCc2ccco2)n1-c1ccc(Cl)cc1)N(C)C (centres undefined)	-17	6	-0.3	-4	-5	-1.6	17	-0.9	6	-1.1
COc1ccc(-c2cc3ncccc3cn2)cc1	4	72	1.2	50*	1	-0.8	-4	2.5	3	0.2
c1ccc(Cn2c(-c3ccccc3)nc3nc4ccccc4nc32)cc1	-5	-3	1.0	nt	1	-0.9	5	5.1	-8	0.9
CCCNc1ncnc2nc[nH]c12	23	-5	1.6	0	nt	0.7	-23	-0.7	-13	2.7
Cc1[nH]c(=O)[nH]c(=O)c1S(=O)(=O)N1CCCC(C(=O)N2CCN(c3cccc(C(F)(F)F)c3)CC2)C1 (centres undefined)	-27	15	-3.2	-1	1	0.0	27	1.6	-10	4.7
COC(=O)CC1=C(c2ccc([N+](=O)[O-])cc2)CCC1=O	1	8	nt	-1	6	0.5	-1	nt	10	1.2
Cc1onc(-c2ccccc2Cl)c1C(=O)N1CCCC1	3	10	0.2	-1	-5	-5.2	-3	3.5	-3	3.0
Cc1cc(C2C(C#N)=C(N)Oc3n[nH]c(C)c32)c(C)s1 (centres undefined)	4	-6	0.8	nt	-5	-0.8	-4	5.0	-2	2.5
COCCN=C1NC(=O)C(CC(=O)Nc2cccc(Cl)c2C)S1 (centres undefined)	-6	-16	-1.3	-1	2	-0.6	6	-2.2	1	1.7
CC(C)Sc1nsc2nc(=O)c(/C=C3\C=Nc4ccccc43)c(N)n12	-62	2	-1.0	1	7	-2.6	62	0.8	-9	2.6
CCOC(=O)c1nnc(-c2cccs2)nc1Oc1ccc(Cl)cc1	7	-3	1.9	-2	5	-2.2	-7	2.6	13	0.9
Cc1ccc(S(=O)(=O)Nc2cc3c(C(=O)O)c(C)oc3c3ccccc23)c(C)c1	nt	-19	1.3	1	-2	-2.0	nt	2.6	-10	-2.1
C=CCc1c(C)nc(SC)nc1Nc1ccc(C(=O)O)cc1	-8	-4	-1.2	nt	-7	-1.1	8	1.5	1	1.2
CCOC(=O)C(C)Sc1nc2c(c(-c3cccs3)c1C#N)CCC2 (centres undefined)	-25	-2	-1.8	nt	-4	-3.1	25	-0.9	9	3.8
O=C1c2ccccc2CN1CCNS(=O)(=O)c1ccc(Cl)cc1	44	2	2.0	nt	nt	-0.9	-44	2.2	-10	-3.0
COc1ccc(-c2c(NC(=O)c3ccco3)oc3c(C)cccc3c2=O)cc1OC	3	-1	-0.4	-3	-2	-3.1	-3	2.6	-3	-0.5
COc1ccc(C2=NN(S(C)(=O)=O)C(c3ccc4nccnc4c3)C2)cc1 (centres undefined)	44	38	2.0	13	-2	-2.0	-44	2.4	-6	0.7
COc1ccc(OCC(=O)Nc2cccc(-c3nc4ccccc4[nH]3)c2)cc1	2	24	2.2	nt	-7	-8.2	-2	3.1	9	4.4
Cc1ccc(C(=O)N2CCNC(=O)C2CC(=O)Nc2ccccc2)cc1 (centres undefined)	15	0	-1.5	1	-5	-1.6	-15	1.3	-7	0.7
Nc1ccc2nc3c(=O)n(CCc4ccccc4)c(=O)[nH]c3nc2c1	nt	nt	1.7	8	nt	nt	nt	5.0	nt	2.1
O=C(N/N=C/c1ccc(O)c(O)c1)c1cccc(S(=O)(=O)N2CCCCC2)c1	-4	-5	-1.6	-2	-1	-0.3	4	0.6	6	2.9
CN(C)S(=O)(=O)c1ccc(Cl)c(NC(=O)COC(=O)c2ccc3c(c2)NC(=O)CS3)c1	nt	1	-1.5	0	-2	-1.3	nt	6.6	-5	2.3
CCCCn1c(N)c(N(CC)C(=O)c2cccc(S(=O)(=O)N3CCN(C)CC3)c2)c(=O)[nH]c1=O	27	-5	2.9	10	-6	0.3	-27	3.4	-7	4.1
O=C1c2cccc3cccc(c23)C(=O)N1CC1CCCO1 (centres undefined)	8	-5	1.2	2	6	-0.9	-8	4.6	-2	4.4
Cc1cc(Cl)ccc1NC(=O)CSc1nnc(-c2ccncc2)n1Cc1ccco1	-30	nt	-0.6	nt	-4	-6.2	30	-0.5	-5	0.6
O=C(NC1CCCCC1)C1CC(=O)N(c2ccc(Cl)cc2)C1 (centres undefined)	5	3	-3.0	-1	nt	-1.7	-5	4.8	9	0.8
Cc1[nH]c2ccccc2c1/C=N/NC(=O)c1cc(-c2cccs2)[nH]n1	-59	-3	0.0	-1	-1	-2.2	59	-0.3	-8	1.6
Cc1ccc(C(=O)NNC(=O)C2CCN(S(=O)(=O)c3ccc(C)cc3)CC2)cc1	-21	3	0.7	-1	-5	-0.7	21	0.4	-2	2.3
Cc1ccc(CNC(=O)COC(=O)Cn2nc(C)c([N+](=O)[O-])c2C)cc1	0	1	-0.8	nt	-5	-2.8	0	1.4	3	3.1
CCn1c(=O)c2ccccc2n(CC(=O)NC2CCCCC2)c1=O	nt	8	-0.5	-2	-4	-2.6	nt	2.5	-1	2.8
COc1ccc(NC(=S)N(CCc2c(C)[nH]c3ccc(C)cc23)Cc2cccs2)cc1	-8	14	-0.7	-3	nt	0.7	8	1.1	1	2.7
Cc1ccc2c(c1)C(O)(CC(=O)c1cccnc1)C(=O)N2 (centres undefined)	7	0	-1.6	0	0	-0.2	-7	3.8	-1	2.5
O=C(CC1Sc2ccccc2NC1=O)OCC(=O)N1CCc2ccccc21 (centres undefined)	3	1	-1.1	-3	-1	-1.7	-3	-2.0	13	0.5
COC(=O)c1ccccc1NC(=S)N(Cc1ccc2c(c1)OCO2)Cc1cc2ccc(OC)cc2[nH]c1=O	24	5	2.9	-12	-3	-0.6	-24	2.7	-5	0.2
O=C(c1cc(-c2ccc(O)cc2)on1)N1CCCC1	-2	36	2.2	-2	0	-3.4	2	0.6	1	0.9
Cc1nnc(SCC(=O)Nc2ncc3c(n2)CC(c2ccccc2)CC3=O)s1 (centres undefined)	-1	-8	-1.7	-3	1	-1.1	1	3.2	-10	3.0
O=C(CC(=O)c1ccccc1)Nc1ccccc1C(F)(F)F	-12	18	-1.3	2	-8	-1.2	12	0.4	4	2.4
CC(=O)N1N=C(N)SC12CCCC2	21	-1	4.6	-1	-3	-0.7	-21	5.9	-4	2.8
Cc1csc(SCC(=O)Nc2cc([N+](=O)[O-])ccc2F)n1	-7	7	-3.2	-1	nt	0.3	7	0.6	-7	1.4
O=S(=O)(NCCOCC(F)(F)F)c1ccc2oc3ccccc3c2c1	2	-2	1.9	nt	-5	-0.3	-2	3.7	5	2.7
O=C1CN(C(=O)/C=C/c2ccc(Cl)cc2Cl)CCN1	-26	36	-0.7	14	2	-0.6	26	2.9	0	1.1
O=C(/C=C/c1ccc(O)c(O)c1)NC(=O)c1ccccc1O	16	nt	1.2	4	-2	0.7	-16	3.9	2	0.8
COc1ccccc1NC(=O)CN1CCN(C(=O)c2ccco2)CC1	-9	-4	-0.5	nt	-2	0.3	9	-2.2	3	3.6
CN(CC(=O)NC1CCN(Cc2ccccc2)CC1)S(=O)(=O)c1ccc(Cl)cc1	1	11	2.8	-4	-6	0.7	-1	4.4	5	0.5
Brc1ccc(COc2ncnc3ccccc23)cc1	7	-4	-0.7	-1	1	nt	-7	4.4	0	4.9
COc1cccc2c1Oc1ncccc1N(C(=O)CCC(=O)NCc1ccc(C)cc1)C2	-11	-10	-0.2	-1	1	-2.2	11	0.3	-4	1.3

The listing continues.
Structure	SR-BI uptake up	MITF act	E coli growth	Wnt bcat act	CAL PDZ FP-1	CAL PDZ FP-2	SR-BI DiI inh	AddAB inh	Tat transport	phage Ecoli inh
Cc1ccccc1N=Nc1c(O)n(C)c2ccccc12	40	nt	1.5	1	4	0.0	-40	2.8	6	1.8
CCc1nnc(NC(=O)CCN2C(=O)c3ccccc3S2(=O)=O)s1	17	3	-0.8	-4	-4	-0.3	-17	2.1	-4	3.1
Cc1nc2nc(C)c(CCC(=O)NCc3ccc4c(c3)OCO4)c(C)n2n1	18	-4	-0.3	nt	0	-2.2	-18	2.4	3	2.4
CCOC(=O)c1nc(Nc2ccc(OC)cc2)c2ccccc2n1	-10	19	-1.0	nt	-2	-1.3	10	1.0	7	nt
